# RXFP1 ag = agonists of human relaxin receptor RXFP1; AID 2676; Q9HBX9; 370,000 tested, 0.3% active; HEK293T-RXFP1 cAMP TR-FRET, 30 min; response scale: percent of porcine relaxin response, buffer zero; Potency, µM (highest dose often 57.5 µM), inactives show at the top dose activation, usual class: activators; also: potency is read from the fitted curve at half-maximal effect; % is scaled to controls: 0 for no effect and ±100 for the full control effect; nearly all actives have a fitted effect of over 60% in size; many of its hits are not listed in these tables
#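 cAMP rise read by TR-FRET after 30 min, 37C compound exposure (up to 58 uM) in RXFP1-transfected HEK293 cells with Ro 20174 present. EC50 from Hill-equation fits, with 29 nM porcine relaxin as 100% and buffer as basal.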
# D2 potentiator = positive allosteric modulators of human D2 dopamine receptor. P14416. HEK293 T-REx D2, calcium flux, EC20 dopamine potentiation. potentiation, % at 10 µM. 340,000 tested, 0.34% active. AID 485347;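 active = potentiation over 3 SD above the plate norm, cut at about 30% in these data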; also: 0% is about no effect
# Target sequence (P14416 whole entry, looked up): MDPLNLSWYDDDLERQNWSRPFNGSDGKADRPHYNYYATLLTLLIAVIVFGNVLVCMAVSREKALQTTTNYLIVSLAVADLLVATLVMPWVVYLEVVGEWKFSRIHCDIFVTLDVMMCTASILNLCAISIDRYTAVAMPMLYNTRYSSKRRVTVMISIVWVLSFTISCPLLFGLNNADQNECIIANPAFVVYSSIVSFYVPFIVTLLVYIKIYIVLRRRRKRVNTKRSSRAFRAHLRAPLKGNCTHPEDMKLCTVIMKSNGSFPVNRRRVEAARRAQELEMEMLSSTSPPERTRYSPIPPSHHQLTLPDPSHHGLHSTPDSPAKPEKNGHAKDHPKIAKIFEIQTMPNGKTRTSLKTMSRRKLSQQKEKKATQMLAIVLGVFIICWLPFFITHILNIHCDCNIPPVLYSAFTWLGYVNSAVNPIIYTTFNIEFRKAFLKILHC
#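 Potentiation of an EC20 dopamine calcium response measured kinetically over 180 s, after a preceding 180 s compound-only read flagging agonists. Cells: inducible Hek293 Trex D2 line, 4000/well, cultured overnight at 30 C before dye loading.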
# Vif-A3G inh = Vif-A3G binding inhibition | Q9HC16 | Potency, µM (highest dose often 46.1 µM), without a hit: at the top dose activity, negative = active, actives largely listed as inhibitors | 410,000 tested, 0.076% active | AID 602310 | HeLa A3G-eYFP + Vif (tagged APOBEC3G with the HIV-1 protein that degrades it), YFP fluorescence, overnight;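 also: potency is read from the fitted curve at half-maximal effect; % is scaled to controls: 0 for no effect and ±100 for the full control effect; nearly all actives have a fitted effect of over 60% in size; hits raise eYFP signal because A3G escapes Vif-driven loss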
#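 Read-out is eYFP fluorescence (Ex 488/Em 500-530) from Vif-expressing HeLa A3G-eYFP cells; more signal means A3G escaped Vif-mediated degradation. Cells plated overnight, compound pinned in, incubated overnight at 37 deg C.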
# D1 antagonist = antagonists of human D1 dopamine receptor; activity change, negative = inhibition, % at 10 µM; P21728; 360,000 tested, 3.2% active; HEK293 TREx D1 cells, calcium flux, dopamine EC80; stronger effect = lower value; in the data active = activity change below about -30%; also: % is scaled to controls: 0 for no effect and ±100 for the full control effect
# Target sequence (P21728 whole entry, looked up): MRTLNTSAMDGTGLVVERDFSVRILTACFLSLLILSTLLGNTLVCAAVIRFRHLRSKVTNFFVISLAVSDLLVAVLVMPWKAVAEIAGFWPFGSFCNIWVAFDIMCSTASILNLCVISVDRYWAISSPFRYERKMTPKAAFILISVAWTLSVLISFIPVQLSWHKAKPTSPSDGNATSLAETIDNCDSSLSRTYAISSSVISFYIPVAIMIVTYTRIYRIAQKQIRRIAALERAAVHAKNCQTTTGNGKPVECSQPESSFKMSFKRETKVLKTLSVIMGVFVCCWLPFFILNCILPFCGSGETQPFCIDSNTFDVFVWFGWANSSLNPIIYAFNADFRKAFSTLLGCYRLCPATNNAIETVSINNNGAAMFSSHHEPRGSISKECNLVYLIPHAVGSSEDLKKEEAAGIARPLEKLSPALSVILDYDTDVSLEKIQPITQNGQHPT
#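 Tetracycline-induced HEK293 T-REx cells with force-coupled D1 receptor were loaded with a no-wash calcium dye. Compound was added after a 10 s baseline and read kinetically for 180 s; EC80 dopamine was then added and calcium flux followed another 180 s.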
# D1 potentiator = human D1 dopamine receptor positive modulation. P21728. HEK293 TREx D1 cells, calcium flux, dopamine EC20 potentiation. potentiation, % at 10 µM. 360,000 tested, 0.036% active; in the data active = potentiation above about 30%; also: 0% is about no effect
# D1 ag = agonists of human D1 dopamine receptor; HEK293 T-REx D1 cells, calcium flux, agonist mode; activation, % at 2 µM; 360,000 tested, 1% active; AID 504660; in the data active = activation above about 30%; also: 0% is about no effect
#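 Inducible HEK293 T-REx D1 cells, force-coupled to calcium signalling, were plated at 4000 cells/well with tetracycline and held overnight at 30 C. After no-wash calcium dye loading, compound-evoked calcium rise over 180 s flagged agonists.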
# Glioma ERSR ind = ER stress response induction in glioma; U87-MG GRP78 promoter luciferase reporter, 16 h; Potency, µM, for the others: at the highest dose activation, most hits filed as activators; 420,000 tested, 0.02% active; also: potency is read from the fitted curve at half-maximal effect; series mostly up to about 76 µM; % of control where 0% means no effect; nearly all actives have a fitted effect of over 35% in size
#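 Stably transfected U87-MG glioma cells carrying a GRP78-based luciferase sensor; 16 h compound incubation. Luminescence end-point read 10 min after Bright-Glo addition at room temperature.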
# Vif-APOBEC3F blk = Vif-A3F binding inhibition. HeLa A3F-eYFP + Vif (tagged APOBEC3F with the HIV-1 protein that degrades it), YFP fluorescence increase. Potency, µM (titrated, usually from 46.1 µM), without a hit: top-dose activity, negative = active. 390,000 tested, 0.2% active. AID 602313; also: potency is read from the fitted curve at half-maximal effect; % of control where 0% means no effect; nearly all actives have a fitted effect of over 65% in size
#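 HeLa cells stably expressing Vif plus C-terminally eYFP-tagged A3F were seeded, incubated overnight at 37 deg C, dosed with compound, incubated overnight again at 37 deg C. Yellow fluorescence (Ex 488/Em 500-530) reported blocked Vif-mediated A3F-eYFP degradation.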
# RXFP1 antagonist = antagonists of human relaxin receptor RXFP1; Q9HBX9; HEK293-RXFP1, relaxin-stimulated cAMP HTRF, 30 min; stronger effect = lower value; activity change, negative = inhibition, % at 57.5 µM; 350,000 tested, 0.59% active;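 active = activity change of -60% or lower, but not beyond a set lower limit; inconclusive = change between -60% and -40%, or beyond the set limit; inactive = change above -40%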; also: % is scaled to controls: 0 for no effect and ±100 for the full control effect
# * = called active by the depositor; ? = inconclusive; nt = not tested or not shown. Unless noted, calls follow the shape of the dose curve; as a rule, active = well fitted curve in the direction sought with a large enough effect; inconclusive = small, poorly fitted or top-dose-only effect, or another doubt; inactive = no such curve, though single readings can be large; an effect the other way counts as inactive or inconclusive.
SMILES,RXFP1 ag,D2 potentiator,Vif-A3G inh,D1 antagonist,D1 potentiator,D1 ag,Glioma ERSR ind,Vif-APOBEC3F blk,RXFP1 antagonist
CCOc1ccc(N(CC(=O)O)S(=O)(=O)c2ccc(OC)c(OC)c2)cc1,1.1%,-3,2%,8,-1,2,-3%,1%,0
O=C(NCCCn1ccnc1)c1ccc2nccnc2c1,4.9%,-5,0%,-19,-1,1,-2%,-13%,7
CC(C)CCCN1CCN=C1Nc1ccccc1,1.1%,8,0%,-10,0,3,-2%,0%,nt
CCCCN1C(=O)C(=Nc2cccc3cnccc23)c2ccccc21,1.5%,8,-8%,-8,1,2,-6%,6%,-2
O=C(NC1CCCCC1)c1cc(S(=O)(=O)N2CCCCC2)ccc1N1CCOCC1,1.4%,-1,1%,0,-1,2,-3%,-5%,3
O=C(CCC(=O)c1ccc(-c2ccccc2)cc1)Nc1cccnc1,0.3%,-7,-6%,-18,-4,6,-2%,-6%,6
COc1ccc(NC(=S)NCCCN2CCCC2=O)c(OC)c1,1.7%,2,0%,-2,2,3,1%,-3%,13
CCOCCCNCc1ccc(OCCC(C)C)c(OC)c1,0.6%,-9,-3%,-1,-11,8,-6%,-11%,-10
COc1ccc(-c2noc(Cc3ccc(Cl)cc3)n2)cc1OC,0.9%,-4,-2%,-19,-1,6,-1%,4%,nt
COc1cc(S(=O)(=O)NC2CCCCC2)ccc1F,-1.4%,-1,2%,-5,-6,3,-4%,-8%,12
CN1CCN(S(=O)(=O)c2csc(C(N)=O)c2)CC1,3.1%,-10,0%,18,-8,2,-1%,12%,12
CCCCn1c(SCC(=O)Nc2cc(C)on2)nnc1-c1cccs1,-2.3%,6,-4%,0,0,0,-5%,-16%,-4
CCn1c(C(=O)N2CCC(C(=O)N3CCN(c4ccccn4)CC3)CC2)cc2sccc21,7.0%,0,4%,23,-2,1,-2%,1%,-4
Cc1oc2c(CN3CCOCC3)c(O)ccc2c(=O)c1-c1ccc(Cl)cc1,-1.9%,-6,-3%,-6,-2,-1,0%,6%,0
CCN(C(=O)COC(=O)Cc1ccc(F)cc1)c1c(N)n(Cc2ccccc2)c(=O)[nH]c1=O,0.5%,10,4%,36,3,2,-5%,-2%,2
COc1cc(C(=O)OCCNC(=O)c2cccnc2)cc(OC)c1OC,nt,nt,-5%,nt,nt,nt,-1%,-8%,-1
CCOc1cc(C(=O)NC(C)C2CC3CCC2C3)cc(OCC)c1OCC (configuration not stated),nt,nt,1%,nt,nt,nt,-7%,0%,-4
CC1CC(C)CN(S(=O)(=O)c2cccc(C(=O)OCCN3CCCC3=O)c2)C1 (configuration not stated),-1.4%,4,1%,5,-3,-1,-2%,-14%,-8
Cc1ccc(OCCCn2c(CO)nc3ccccc32)cc1,0.7%,-2,0%,3,-2,-1,2%,-3%,-5
CCCCOc1cccc(C(=O)N(Cc2ccco2)C2CCS(=O)(=O)C2)c1 (configuration not stated),1.8%,-6,3%,4,-3,0,-3%,-3%,9
C[C@H](NC(=O)[C@H](Cc1ccccc1)NC(=O)c1cc2cc(Cl)ccc2n1C)C(=O)O,5.9%,18,-11%,2,-3,1,-5%,-2%,0
CCN1CCN(c2ncnc3c2cnn3-c2cc(Cl)ccc2C)CC1,1.2%,-10,-1%,-16,1,1,-4%,1%,-1
COc1ccc(Br)cc1C(=O)Nc1cccc(NC(=O)c2ccco2)c1,1.5%,4,1%,-9,-1,1,0%,2%,-1
Cc1ccc(OCCN2C(=O)S/C(=C\c3ccc(C)o3)C2=O)cc1,0.2%,-3,0%,-8,-2,5,-4%,?,-13
O=C(NCc1ccccn1)c1cc(Cl)ccc1OCc1ccccc1,-3.4%,3,-14%,5,-3,3,-5%,3%,2
COc1ccc(NS(=O)(=O)c2ccc3c(c2)NC(=O)C(C)S3)cc1 (configuration not stated),-1.6%,6,-1%,-18,-10,15,-4%,-3%,-7
CCc1ccccc1N1CC(C(=O)Nc2cc(S(=O)(=O)N3CCCC3)ccc2Cl)CC1=O (configuration not stated),-1.6%,-2,-2%,-29,-7,0,-5%,9%,2
CC(C)[C@H](NC(=O)CCn1nnc2ccccc2c1=O)C(=O)O,4.7%,-8,0%,2,-10,3,-3%,-7%,8
O=C(CCOc1ccccc1)Nc1ccnn1C1CCN(CCc2ccccc2)CC1,0.2%,-25,-1%,13,8,5,3%,3%,31
Cc1c(-c2nn(C)c(=O)c3ccccc23)oc2ccc(F)cc2c1=O,-0.5%,16,-24%,-11,-2,3,2%,0%,7

# Compound profiles, as listed above.
# `Cc1ccc(OCCCn2c(CO)nc3ccccc32)cc1` across the screens: RXFP1 ag: 0.7%; D2 potentiator: -2; Vif-A3G inh: 0%; D1 antagonist: 3; D1 potentiator: -2; D1 ag: -1; Glioma ERSR ind: 2%; Vif-APOBEC3F blk: -3%; RXFP1 antagonist: -5
# `C[C@H](NC(=O)[C@H](Cc1ccccc1)NC(=O)c1cc2cc(Cl)ccc2n1C)C(=O)O` across the screens: RXFP1 ag: 5.9%; D2 potentiator: 18; Vif-A3G inh: -11%; D1 antagonist: 2; D1 potentiator: -3; D1 ag: 1; Glioma ERSR ind: -5%; Vif-APOBEC3F blk: -2%; RXFP1 antagonist: 0

# (next part)
SMILES,RXFP1 ag,D2 potentiator,Vif-A3G inh,D1 antagonist,D1 potentiator,D1 ag,Glioma ERSR ind,Vif-APOBEC3F blk,RXFP1 antagonist
CC(=O)C12CC(C)=C(C)CC1CC1C3CCC4=CC(=O)CCC4(C)C3CCC12C (configuration not stated),nt,nt,-2%,nt,nt,nt,-6%,0%,-6
COc1cccc(NC(=O)NCc2ccccn2)c1,-0.5%,-1,3%,-4,3,2,2%,-6%,2
Cc1nnsc1C(=O)NNc1ccc(C(C)C)cc1,3.5%,-4,1%,0,-3,4,9%,7%,-4
COc1ccc(C2c3ccc4ccccc4c3Oc3ncn(CCN4CCOCC4)c(=N)c32)cc1 (configuration not stated),1.5%,-4,-5%,22,2,0,-5%,-6%,-3
Nc1nc(NCc2ccco2)nc(NC2CCCCC2)c1[N+](=O)[O-],-0.4%,2,0%,9,0,4,-2%,1%,6
C(=N\N=C\c1cccs1)/c1cccs1,-2.7%,-9,-2%,-24,-4,8,-5%,-23%,-3
Cc1ccc(-c2nnn(CC(=O)N(c3ccccc3)C(C(=O)NCC3CCCO3)c3ccc(F)cc3)n2)o1 (configuration not stated),0.1%,2,1%,8,-4,1,-2%,-9%,0
COc1ccc(CN(C)C(=O)c2ccc(Cl)c(S(=O)(=O)NCc3cccnc3)c2)cc1F,2.3%,9,-6%,-47*,-4,1,-4%,-2%,3
COc1cccc(Oc2cc(Cl)nc(N)n2)c1,4.6%,8,-3%,8,0,5,0%,?,5
O=C(N/N=C/c1ccc(OCC(=O)N2CCCCC2)cc1)c1ccccc1O,-0.2%,nt,2%,4,-6,3,7%,4%,12
COc1ccc(-c2c(C)c3ccc(O)c(CN4CCCCC4)c3oc2=O)cc1OC,21%,-9,0%,0,-1,0,-3%,3%,4
CCOC(=O)C1CCN(C(=O)CCc2ccccc2)CC1,-0.2%,-4,4%,1,-1,1,-3%,1%,-1
Cc1ccc(NC(=O)CN(C)C(=O)COC(=O)/C=C/c2cccs2)cc1,0.9%,-8,5%,3,-4,1,-3%,5%,-18
COc1ccccc1C(=O)C1Nc2ccccc2-c2nnc(SC)nc2O1 (configuration not stated),1.5%,8,3%,-11,-9,-3,0%,-6%,-2
Cc1nnc(SCC(=O)NC(=O)NC(C)(C)C)s1,1.0%,19,-4%,1,8,2,-6%,2%,0
O=C(O)C1C2C=CC(C2)C1C(=O)Nc1ccc(C(=O)N2CCCCC2)c(Cl)c1 (configuration not stated),-0.1%,-13,1%,-19,8,5,-5%,-2%,5
CC(=O)n1cc([C@H]2C=C(C(=O)Nc3ccccc3)O[C@@H](OCc3ccc(CO)cc3)C2)c2ccccc21,1.8%,9,-21%,11,-1,4,0%,?,nt
CCCCn1c(N)c(N(CC(C)C)C(=O)CN(C)S(=O)(=O)c2ccc(NC(C)=O)cc2)c(=O)[nH]c1=O,1.9%,8,0%,-2,2,1,-3%,-29%,1
Cc1ccc(N2C(=O)N(CC(=O)Nc3cc(C)cc(C)c3)C(=O)C2C)cc1 (configuration not stated),1.5%,-10,-6%,3,3,1,0%,-4%,-5
CC1=C(C(=O)Nc2cc(C(=O)NCCC(C)C)ccc2C)SCCO1,-0.7%,6,4%,-6,-1,0,6%,3%,15
CCc1ccccc1N1CC(c2nc3ccccc3n2Cc2cccc(C)c2)CC1=O (configuration not stated),-2.3%,1,10%,13,6,8,-4%,0%,nt
COc1ccc(C(C)=O)cc1CSc1nc2ccccc2c(=O)n1-c1ccccc1,22%,17,-4%,7,-4,3,-5%,-11%,-4
C#CCOCCOCCOCCNc1nc(N2CCN(C(=O)[C@H](CCCCN)n3cc([C@@H](N)C(C)CC)nn3)CC2)nc(N2CCN(C(=O)[C@H](Cc3cc4ccccc4[nH]3)n3cc([C@@H](N)CC(C)C)nn3)CC2)n1 (some centres not stated),-1.7%,1,4%,2,5,-4,-4%,-9%,nt
Cc1ccc(/C=N/n2nnnc2N)o1,0.9%,-1,-4%,2,-1,0,2%,-2%,-10
COc1cc(NS(=O)(=O)c2ccc(Nc3nc(-c4ccccc4)cs3)cc2)nc(OC)n1,0.8%,-2,0%,-11,-7,-2,-2%,6%,-7
CC1CN(CC(O)COc2ccc(C(=O)c3ccccc3)cc2)CC(C)O1 (configuration not stated),0.9%,nt,0%,-11,-7,6,-2%,0%,5
O=C(c1cc2cc3ccc(Cl)cc3nc2o1)N1CCN(Cc2ccc3c(c2)OCO3)CC1,nt,nt,0%,nt,nt,nt,0%,7%,-8
COc1ccc(OC)c(S(=O)(=O)Nc2ccc(-c3ccc4nnc(C)n4n3)cc2)c1,2.4%,12,-4%,-5,1,-1,-4%,7%,-8
CCOC(=O)CNC(=O)N1CCCN(S(=O)(=O)c2ccc3c(ccn3CC)c2)CC1,0.3%,-6,1%,1,2,1,-3%,4%,nt
O=c1cc(-c2ccc(F)cc2F)[nH]c2ccccc12,0.7%,-3,nt,13,-3,0,-5%,nt,nt

# A portion of the library, so the mix of outcomes need not match the whole.
